# Assay outcomes (PubChem BioAssay)
# SR-BI DiI inh: blocks mouse SR-BI lipid uptake from DiI-HDL | 320,000 tested, 0.96% active | Q61009 | inhibition, % at 12.5 µM | ldlA[mSR-BI] CHO cells, DiI-HDL uptake fluorescence, 3 h;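 active = mean replicate inhibition of at least 70% and a set share of replicates each scoring 70 or more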;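 note: 0% = median of neutral control wells and 100% = median of positive control wells; values of inactives mirror those of a sister screen read the other way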
# Target sequence (Q61009 whole entry, looked up): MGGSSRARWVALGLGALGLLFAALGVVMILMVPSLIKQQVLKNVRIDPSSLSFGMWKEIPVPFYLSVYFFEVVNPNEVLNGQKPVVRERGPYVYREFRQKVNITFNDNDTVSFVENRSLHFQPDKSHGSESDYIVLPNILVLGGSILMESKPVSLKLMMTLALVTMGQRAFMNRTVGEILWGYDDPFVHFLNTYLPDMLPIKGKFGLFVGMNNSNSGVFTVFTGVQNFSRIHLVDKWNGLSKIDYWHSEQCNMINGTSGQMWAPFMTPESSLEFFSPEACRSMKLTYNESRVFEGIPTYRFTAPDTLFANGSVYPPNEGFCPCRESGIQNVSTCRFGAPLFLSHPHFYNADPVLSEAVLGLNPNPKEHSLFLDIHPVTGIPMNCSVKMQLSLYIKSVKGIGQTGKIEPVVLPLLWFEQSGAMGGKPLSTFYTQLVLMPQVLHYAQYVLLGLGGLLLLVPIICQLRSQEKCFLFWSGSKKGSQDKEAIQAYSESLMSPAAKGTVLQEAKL
# AddAB inh: less growth of phage-infected E. coli with AddAB; E. coli expressing H. pylori AddAB, absorbance growth; inhibition, % at 11.9 µM; 330,000 tested, 0.29% active; AID 435030; in the data active = inhibition above about 12%;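 note: 0% = vehicle wells of infected cells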
# Tat export inh: blocks Tat-dependent protein export in E. coli | 340,000 tested, 0.036% active | AID 488895 | inhibition, % at 10 µM | E. coli MC4100 TorA-mCherry Tat export, fluorescence;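 active = mean replicate inhibition at least 50% and at least half of replicates individually reaching 50%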;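 note: exported cargo escapes ClpAP degradation while cytoplasmic cargo is degraded and loses fluorescence; 0% = median of neutral control wells and 100% = median of NaSCN control wells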
# CAL PDZ FP-1: inhibitors of human CAL PDZ peptide binding; Q9HD26; purified CAL PDZ, TMR-peptide fluorescence polarization, 1 h; inhibition, % at 20 µM; 330,000 tested, 0.02% active; AID 504414;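 active = highest replicate inhibition of at least 40%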;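 note: plate controls were DMSO neutral control wells for no effect and unlabeled competitor peptide control wells for full effect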
#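 Material: tagged CAL PDZ domain; buffer or medium: 25 mM sodium phosphate pH 7.4, 150 mM NaCl, TCEP, IgG, Thesit; compound dosing: single point, 20 µM; schedule: 1 h incubation at room temperature before polarization reading; measured by: FP readout, S and P plane fluorescence; read-out basis: percent inhibition from loss of millipolarization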
# Wnt bcat act: activates Wnt/beta-catenin signaling in a reporter cell assay; activator, plate reader; activation, % at 9.35 µM; 300,000 tested, 1.2% active; AID 743398; in the data active = activation above about 30%, passing the limit was not always enough;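 note: 0% = neutral control wells and 100% = positive control wells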
# MITF act: activators of MITF-driven TRPM1 promoter activity in SK-MEL-5 cells | AID 588334 | 300,000 tested, 0.75% active | activation, % at 12.5 µM | SK-MEL-5 TRPM1-promoter luciferase, 24 h; % of positive control, neutral wells = 0;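 active = mean activation of at least 80% with every replicate also reaching 80%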;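 note: 0% = neutral control wells and 100% = parthenolide positive control wells; values of inactives mirror those of a sister screen read the other way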
# Ecoli viability: bacterial growth inhibition, counter-screen for AddAB inhibitors; 330,000 tested, 0.27% active; inhibition, % at 11.9 µM; E. coli V3065 growth, OD600 absorbance, 18 h; AID 449728;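 active = inhibition above the campaign's mean inhibition across all tested compounds plus 3 SD, cut at about 9.9% in these data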;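 note: uninfected addAB+ strain grown without phage in ampicillin broth; 0% = DMSO wells and 100% = ciprofloxacin 0.95 µg/ml wells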
# phage Ecoli inh: E. coli growth loss with phage present | 360,000 tested, 0.26% active | inhibition, % at 11.9 µM | AID 651602 | growth absorbance; in the data active = inhibition above about 11%
# SR-BI DiI-HDL act: SR-BI HDL lipid transfer activation; CHO ldlA[mSR-BI] cells, DiI-HDL uptake fluorescence, 3 h; 100 = double the neutral-control signal; activation, % at 12.5 µM; 320,000 tested, 0.096% active; AID 504775;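 active = mean replicate activation of at least 60% and every replicate at or above 60%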;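 note: 0% = median plate neutral-control signal and 100% = twice that signal; values of inactives mirror those of a sister screen read the other way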
#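 System: CHO ldlA[mSR-BI] cells / Medium: HEPES-buffered (25 mM, pH 7.4) F12 plus 0.5% BSA / Probe or stimulus: labelled HDL, 10 µg/mL / Doses: single compound concentration, delivered by pin transfer / Schedule: 3 h, 37 °C / Measured by: DiI fluorescence, bottom read / Measure: cell-associated DiI fluorescence as measure of HDL uptake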
# CAL PDZ FP-2: CAL PDZ (human) peptide binding inhibition. Q9HD26. AID 602252. 300,000 tested, 0.92% active. inhibition, % at 24.9 µM. purified CAL PDZ, TMR-peptide fluorescence polarization, 1 h;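 active = mean inhibition of at least 30% with at least half of replicates also reaching 30%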;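 note: 0% = DMSO neutral control and 100% = excess unlabeled competitor peptide PRC23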
# An asterisk follows results filed as active; nt = no result given.
SMILES,SR-BI DiI inh,AddAB inh,Tat export inh,CAL PDZ FP-1,Wnt bcat act,MITF act,Ecoli viability,phage Ecoli inh,SR-BI DiI-HDL act,CAL PDZ FP-2
CCOC(=O)c1c(-c2ccccc2)c(C(C)=O)c(=O)n(C)c1C,6,3.3,-4,0.4,1,-5,0.5,3.5,-6,-1
CC(C)(C)N(NC(=O)Nc1ccc(Cl)cc1)C(=O)c1ccccc1,nt,-0.8,-5,-0.7,nt,-5,-0.7,1.9,nt,-1
O=S(=O)(c1ccc(C(F)(F)F)cc1)N1CCN(CCOc2ccccc2)CC1,-4,nt,14,-1.9,-1,-18,nt,-0.2,4,1
COc1ccc(-c2nc3ccccc3c(=O)n2CCOc2cccc(C)c2C)cc1,32,3.0,2,-0.1,0,26,3.6,5.0,-32,3
CCOc1ccccc1C(=O)NC(C(=O)NCc1ccc(F)cc1)C(C)C (centres undefined),0,-0.4,2,-1.3,0,-2,1.5,2.6,0,nt
CCOc1ccc(OCCN2C(=O)NC3(CCCc4ccccc43)C2=O)cc1 (centres undefined),16,0.5,4,0.0,-3,3,-1.5,1.6,-16,-4
CCn1c(-c2ccccc2)csc1=Nc1ccc(O)cc1,-11,2.7,-6,-2.5,66*,60,-0.9,6.0,11,-3
O=C(O)CC1(CC(=O)Nc2cc(C(F)(F)F)cc(C(F)(F)F)c2)CCCCC1,-2,0.3,-4,-1.5,-8,nt,-1.5,1.3,2,nt
O=C(CN1C(=O)NC2(CCCC2)C1=O)OCCOc1cccc(Br)c1,-12,0.8,4,-1.7,-4,2,-1.3,1.0,12,-4
CC(=O)SCCC(=O)Nc1ccccc1,0,-1.0,2,-1.9,nt,-2,-0.6,3.1,0,nt
Cc1cc(C)c(S(=O)(=O)N2CCCC(C(=O)NCc3cccnc3)C2)c(C)c1 (centres undefined),-15,-2.1,-5,-1.2,1,-7,-1.0,0.5,15,-6
CCN(CC)CCNC(=O)/C(=N\O)c1ccccn1,3,0.7,6,-0.2,-1,1,1.3,1.6,-3,nt
COc1cccc(CC(=O)NNC(=O)c2c(-c3ccccc3)noc2C)c1,nt,1.1,nt,nt,-1,nt,-0.4,-0.4,nt,nt
Cc1cccc(NC(=O)Cc2ccc(F)cc2)c1,26,0.1,-11,-1.3,-6,9,-1.4,2.6,-26,-3
COn1c(=O)c(-c2ccccc2)[n+]([O-])c2ccccc21,-20,-0.7,-4,-1.3,3,6,0.4,-0.6,20,-4
O=C(COC(=O)c1ccccc1-c1nc2ccccc2s1)NC1CCS(=O)(=O)C1 (centres undefined),-3,-1.4,1,-0.2,nt,-6,0.8,6.2,3,0
O=C(O)CSC1=NC(=Nc2ccc(Cl)cc2)C2(CCCCC2)N1c1cccc(C(=O)O)c1,12,2.9,-3,0.1,5,7,-1.5,0.5,-12,-4
CCc1ccccc1NC1=NCC(=O)N1Cc1ccccc1,0,1.9,3,-5.3,-4,-9,1.2,2.5,0,0
COc1cc(OC)cc(C(=O)NNC(=O)NC2CCCCC2)c1,2,-1.4,1,0.3,nt,-14,-0.7,2.7,-2,-4
CCCN1CCC(=O)N(CCO)CC1,-13,3.2,-1,-0.6,-1,11,-4.0,-0.6,13,-1
Nn1c(SCC(=O)Nc2ccc3c(c2)OCCO3)nnc1-c1ccncc1,-38,-2.1,-2,-0.7,-2,0,-0.3,-2.7,nt,-8
COc1ccc(C(=O)COC(=O)[C@H](C)Nc2ccc(C(F)(F)F)cc2[N+](=O)[O-])c(OC)c1,-20,0.1,-7,0.1,4,18,-2.7,0.1,20,-2
CCc1ccc(-c2cn3nc(C)c(C)nc3n2)cc1,-7,-0.2,7,-1.1,nt,nt,-0.6,0.3,7,0
CCOc1ccc(C2=C(C=C(C#N)C#N)C(c3ccccc3)c3ccccc3O2)cc1 (centres undefined),38,0.8,-1,-1.2,-1,-17,3.7,-0.9,-38,nt
O=C(NC1CCCC1)C(=O)N(Cc1cccnc1)C(C(=O)NC1CCCC1)c1ccco1 (centres undefined),-18,2.1,8,-0.3,0,nt,2.9,3.0,18,nt

# (more compounds)
SMILES,SR-BI DiI inh,AddAB inh,Tat export inh,CAL PDZ FP-1,Wnt bcat act,MITF act,Ecoli viability,phage Ecoli inh,SR-BI DiI-HDL act,CAL PDZ FP-2
COC(=O)C1=CN(c2ccc(F)cc2)C=C(C(=O)OC)C1c1cccc(Br)c1,-6,nt,-1,-0.1,0,-15,nt,2.3,6,2
CCOC(=O)c1[nH]c(CSc2nnnn2-c2ccccc2C)c(C(=O)OCC)c1C,18,-2.4,-2,-2.6,nt,2,-1.8,1.4,-18,-5
COc1cccc(-c2ncc3ccccc3c2COC(=O)c2ccc(C(F)(F)F)cc2)c1,21,3.5,-9,-1.0,4,2,-1.8,2.4,-21,8
O=C(CN1C(=O)c2cccc3cccc(c23)C1=O)N1CCCCCC1,-4,1.6,12,-1.4,-2,-11,2.6,2.7,4,0
COc1ccc(-c2ccc3c(c2)S(=O)(=O)c2cccc(C(=O)NCc4cccc(OC(F)(F)F)c4)c2C3=O)cc1OC,56,1.4,5,-0.3,nt,-32,-0.3,nt,-56,1
O=C(COC(=O)c1cccs1)NCC1CCCO1 (centres undefined),-3,0.3,0,0.0,4,-5,-0.1,1.3,3,-2
Cn1nc(C(F)(F)F)c(-c2cccc(C(F)(F)F)c2)c1NC(=O)c1cccnc1,-17,-4.2,0,-0.4,4,nt,0.5,0.1,17,nt
CCOC(=O)N1CCN(c2nc(N(c3ccccc3)c3ccccc3)nc(-n3ccnc3)n2)CC1,nt,-0.5,nt,nt,0,nt,2.9,1.0,nt,nt
CC(Sc1ncc(C(F)(F)F)cc1Cl)C(=O)NCC1CCCO1 (centres undefined),-17,0.8,2,-0.5,-1,-5,-1.8,0.8,17,3
COC(=O)CC1C(=O)NCCN1C(=O)c1ccc(Cl)cc1 (centres undefined),-14,6.2,-9,-1.2,-3,3,3.5,-3.4,14,-2
O=C1COc2ccc(C(=O)COC(=O)c3cnc(Cl)c(Cl)c3)cc2N1,-16,-2.1,-7,-0.1,-5,1,-1.4,4.7,16,nt
CCOC(=O)C1CCCN(C(=O)c2ccc3c(=O)n(CCOC)c(=S)[nH]c3c2)C1 (centres undefined),-4,0.0,-3,0.4,nt,-16,-0.3,1.4,4,2
COc1ccccc1N1CCN(C(=O)/C=C/c2cccc([N+](=O)[O-])c2)CC1,4,6.0,9,-0.8,3,-10,-0.8,2.4,-4,4
CC(C)(C)n1c(O)c2ccc(C(=O)N=NC(=O)c3ccccc3)cc2c1O,28,0.3,1,-6.5,2,-7,1.0,1.2,-28,-5
CCOC(=O)C1=C(N)Oc2c(c(=O)[nH]c3ccccc23)C1c1ccccc1 (centres undefined),-16,1.8,-8,-1.6,3,nt,-0.5,4.6,19,3
CCOC(=O)c1ccc2c(c1)N(C)C(=O)c1ccccc1S2,-12,-0.3,0,0.3,nt,-1,0.1,nt,12,-5
COCCn1c(SCC(=O)Nc2ccc(OC)c(S(N)(=O)=O)c2)nc2ccccc21,nt,1.6,1,-2.4,1,-3,-0.6,4.2,nt,1
COC(=O)c1ccccc1Sc1snnc1C,-4,4.8,1,-0.9,1,3,1.5,3.5,4,0
CCN(C[C@H]1N[C@@](Cc2ccccc2)(C(=O)OC)[C@H]2C(=O)N(Cc3ccccc3)C(=O)[C@@H]12)C(=O)C1CCCCC1,22,3.5,9,0.4,0,-1,-1.6,-0.6,-22,-3
O=c1[nH]n(-c2ccc(F)cc2)c2ncccc12,-10,3.1,0,0.2,-4,nt,-0.5,0.5,10,-5
O=C(CC1NC2CCCCC2NC1=O)Nc1ccc2c(c1)OCO2 (centres undefined),-9,2.8,-1,-0.6,-7,nt,0.5,2.3,9,1
Cc1ccsc1/C=N/Nc1cccc(C(=O)O)c1,-17,2.3,2,0.4,-5,-95,0.0,3.2,17,nt
Cc1cccc(C)c1NC(=O)CS(=O)CC(=O)NCCCc1ccccc1 (centres undefined),14,1.5,7,-0.3,nt,6,-0.9,-0.7,-14,7
O=C(COC(=O)Cc1cccs1)NCc1ccc(F)cc1,10,4.0,-5,-2.6,0,-3,0.8,3.7,-10,-2
COc1ccc(CNc2cc(C)ccn2)c(O)c1,-19,1.0,-3,0.3,3,4,-2.1,3.6,19,-5

# (list continues)
SMILES,SR-BI DiI inh,AddAB inh,Tat export inh,CAL PDZ FP-1,Wnt bcat act,MITF act,Ecoli viability,phage Ecoli inh,SR-BI DiI-HDL act,CAL PDZ FP-2
CCOc1ccccc1NC(=O)CSc1nc2ccccc2nc1N1CCCC1,16,-1.3,6,0.2,-4,-21,-3.7,3.5,-16,nt
CCOc1cc(CNCc2ccncc2)cc(Br)c1OCc1ccc(F)cc1,1,-1.6,3,-1.1,-3,-3,-1.7,3.8,-1,nt
Cn1c(-c2ccncc2)nc2ccccc21,12,4.2,-6,nt,2,3,0.7,-0.8,-12,-1
CC(=O)c1cc(F)c(N2CCOCC2)cc1C,16,0.3,-1,-2.1,4,-10,-2.6,1.6,-16,-12
Cc1ccc(C(=O)/C=C\Nc2ccc(C)c(C)c2)cc1,6,2.7,3,-0.5,nt,48,2.3,1.0,-6,-2
O=C(NCCc1ccccc1)c1noc2c1CCCCC2,-5,1.7,-1,-2.9,nt,107*,-0.5,0.2,5,nt
COC(=O)c1cc(S(=O)(=O)N2CCCC2)c(Cl)cc1Cl,1,0.7,4,-0.1,-1,nt,0.3,3.2,-1,-3
O=C1CCC(C(=O)N2CCN(c3cnccn3)CC2)CN1CCc1cccc(F)c1 (centres undefined),4,2.0,2,-2.1,1,7,1.2,2.4,-4,-1
COc1cccc(CNc2ccc([N+](=O)[O-])cc2Cl)c1O,1,-1.2,-11,0.3,-2,39,0.4,5.5,-1,-3
Cc1cc(C=C(C#N)C#N)c(C)n1-c1ccccc1,1,0.0,-8,0.9,nt,44,-3.3,2.8,-1,-4
O=C(c1ccccc1)c1ccc(OCCCCN2CCCCC2)cc1,3,3.2,-4,-1.7,nt,4,-3.2,-1.1,-3,1
O=C(C/C(=N/O)c1ccccc1O)C(F)F,14,-0.3,-1,-0.5,nt,5,-0.2,2.8,-14,1
CN1CCN(C(=O)C2CCCN(S(=O)(=O)c3ccc(Br)cc3)C2)CC1 (centres undefined),-2,2.4,4,-3.1,-1,5,1.5,2.3,2,1
CC1CCN(C(=O)CNC(=O)CNS(=O)(=O)c2ccccc2)CC1,-35,1.6,4,0.1,-1,nt,0.8,1.8,35,-3
COc1ccc(NC(=S)NCCc2ccc(S(N)(=O)=O)cc2)c(OC)c1,4,3.9,-3,nt,-3,8,2.0,3.1,-4,7
COCCN1CCn2c(nc3cc(NC(=O)Cn4nc(C)c5ccccc5c4=O)ccc32)C1,-14,0.4,-2,-0.5,0,nt,-1.9,1.3,14,nt
